Compound activity: PubChem BioAssay, National Center for Advancing Translational Sciences (NCATS)
KDM5B inhibitor = inhibitors of human KDM5B histone demethylase. Q9UGL1. KDM5B demethylase, FDH-coupled NADH fluorescence (FDH is formaldehyde dehydrogenase). Potency, µM (titrated, usually from 57.7 µM), without a hit: at the highest dose activity change, negative = inhibition, most hits filed as inhibitors. actives 2.6% (n = 220,000). AID 1347165; active = well fitted inhibition curve with a large enough effect; inconclusive = small, poorly fitted or top-dose-only effect; inactive = no such curve, though single readings can be large or run the other way; note: 0% is about no effect; nearly all actives have a fitted effect of over 70% in size
Target sequence (Q9UGL1 whole entry, looked up): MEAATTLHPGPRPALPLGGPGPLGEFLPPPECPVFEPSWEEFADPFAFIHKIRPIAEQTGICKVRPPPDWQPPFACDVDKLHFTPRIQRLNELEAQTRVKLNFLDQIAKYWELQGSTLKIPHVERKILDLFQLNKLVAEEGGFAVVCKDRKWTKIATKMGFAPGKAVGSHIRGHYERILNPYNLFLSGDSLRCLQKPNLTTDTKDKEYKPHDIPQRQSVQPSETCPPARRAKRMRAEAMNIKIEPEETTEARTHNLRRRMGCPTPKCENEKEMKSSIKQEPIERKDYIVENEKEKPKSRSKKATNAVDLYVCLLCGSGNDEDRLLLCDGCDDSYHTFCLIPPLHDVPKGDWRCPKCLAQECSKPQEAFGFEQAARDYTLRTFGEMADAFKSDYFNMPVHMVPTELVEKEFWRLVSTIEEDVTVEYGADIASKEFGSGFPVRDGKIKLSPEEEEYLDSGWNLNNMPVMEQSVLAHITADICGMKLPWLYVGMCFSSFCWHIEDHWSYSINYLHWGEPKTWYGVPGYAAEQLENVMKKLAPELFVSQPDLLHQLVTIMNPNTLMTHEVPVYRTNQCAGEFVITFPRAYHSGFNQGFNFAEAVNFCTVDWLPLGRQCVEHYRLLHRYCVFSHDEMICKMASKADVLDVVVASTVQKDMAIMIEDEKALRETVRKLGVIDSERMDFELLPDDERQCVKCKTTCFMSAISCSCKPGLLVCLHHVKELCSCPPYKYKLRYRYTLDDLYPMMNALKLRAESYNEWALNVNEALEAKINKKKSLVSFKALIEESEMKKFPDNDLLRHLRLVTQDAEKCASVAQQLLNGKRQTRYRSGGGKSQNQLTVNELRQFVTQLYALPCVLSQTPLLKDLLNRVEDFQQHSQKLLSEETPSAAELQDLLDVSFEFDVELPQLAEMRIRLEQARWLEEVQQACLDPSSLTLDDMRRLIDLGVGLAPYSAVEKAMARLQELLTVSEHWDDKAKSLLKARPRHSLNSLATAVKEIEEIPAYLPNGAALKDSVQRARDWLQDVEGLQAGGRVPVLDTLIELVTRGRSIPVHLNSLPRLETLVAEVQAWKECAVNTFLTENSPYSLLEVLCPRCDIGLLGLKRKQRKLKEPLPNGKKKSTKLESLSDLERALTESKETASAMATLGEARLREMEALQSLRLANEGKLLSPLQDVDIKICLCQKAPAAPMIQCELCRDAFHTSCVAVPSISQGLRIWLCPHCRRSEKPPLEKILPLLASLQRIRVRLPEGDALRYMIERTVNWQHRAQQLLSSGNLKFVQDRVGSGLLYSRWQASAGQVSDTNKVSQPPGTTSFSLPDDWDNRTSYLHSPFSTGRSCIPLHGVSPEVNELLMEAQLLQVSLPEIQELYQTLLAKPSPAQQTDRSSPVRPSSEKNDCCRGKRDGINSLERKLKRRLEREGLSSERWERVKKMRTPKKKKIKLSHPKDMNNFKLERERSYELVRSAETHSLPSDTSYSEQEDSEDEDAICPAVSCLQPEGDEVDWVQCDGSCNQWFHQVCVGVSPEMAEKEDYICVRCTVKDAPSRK
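Inhibition is measured as reduced NADH fluorescence generation from FDH coupling to formaldehyde release. Truncated KDM5BΔAP at 200 nM final acts on H3K4me3 peptide (12.5 µM in substrate mix) in pH 7.5 HEPES buffer with Tween-20, 30 min, room temperature.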
Starred values were filed as active, the others as inactive; ? = inconclusive; & = joins results of further samples; [ ] = dose if it differs, or a comment. Potency is the fitted concentration of half-maximal effect. Not all compounds are listed; rates above refer to the full screens.

KDM5B inhibitor,Compound
-5.4%,COc1ccc(CCNC(=O)c2cc3c(=O)[nH]c(C)cn3n2)cc1OC
-1.2%,c1ccc(CN2CCC(N3CC(OCC4CC4)C34CCOCC4)CC2)cc1 (configuration not stated)
25.8%,CONC(=O)COc1ccc(C(C)(C)C)cc1
-2.6%,COC(=O)c1ccccc1NC(=O)Cn1c(=O)n(-c2cccc(OC)c2)c(=O)c2c(C)c(C(=O)N(C)C)sc21
2.3%,COC[C@@H]1CN(Cc2cn(C)nc2C)C[C@H]1C(=O)N(C)C
?,Cc1ccc(-c2cc(C(=O)Nc3cccc(C#N)c3)c3ccccc3n2)o1
17.7%,CN(C)C(=O)C(Sc1nncn1-c1ccccc1F)c1ccccc1 (configuration not stated)
-32.3%,Cc1cc(C)cc(N(CC(=O)NCC2CCCO2)C(=O)CCC(=O)Nc2nccs2)c1 (configuration not stated)
?,CC1=NN(C(=O)Cc2ccc([N+](=O)[O-])cc2)C(O)(C(F)(F)C(F)(F)F)C1 (configuration not stated)
-6.7%[86.2 µM],COc1ccc(-c2cc(C[C@@H]3C[C@H](NC(=O)c4ccccc4)C3(C)C)no2)cc1
13.5%,COc1ccc(NC(=O)N2CCN(c3nc4ccccc4n3Cc3ccccc3)CC2)c(OC)c1
-14.4%,N#C/C(=C\c1cn(CC(=O)NCc2ccco2)c2ccccc12)C(=O)NC1CC1
?,N#Cc1ccsc1NC(=O)CN1C(=O)NC2(CCCCC2)C1=O
11.8%,COc1ccc(NC(=O)NC2CCN(c3nc(C)cc(C)n3)CC2)cc1
?,Cc1ccccc1C(=O)Nc1c(C)nc2ccccn2c1=O
?,COCc1cc(=O)n(CC(=O)NCc2ccc(F)cc2)c(N2CCOCC2)n1
-6.1%,COc1cccc(-c2cc(C(=O)NC3CC3)c3ccccc3n2)c1
11.7%,CCc1ccc(CNC(=O)c2ccccc2SC)s1
-8.7%,CS(=O)(=O)c1cnc(NCCc2cnc[nH]2)nc1C1CCCNC1 (configuration not stated)
-6.8%,CCCCn1cnc2c1c(=O)n(CC(=O)Nc1ccc(F)c(F)c1)c(=O)n2CCCC
-14.7%,CN(C)S(=O)(=O)c1cccc(NC(=O)c2ccccc2Oc2ccccc2)c1
-4.5%,CCn1c(SCC(=O)c2ccc(C#N)cc2)nnc1-c1ccc(C)cc1
-11.9%,COc1cccc(C(=O)n2nc(-c3ccco3)nc2NCc2ccc(C(C)C)cc2)c1
8.3%,CC(=O)N1CC[C@]2(O)CCN(C(=O)CCCc3ccc(F)cc3)C[C@@H]2C1
34.5%,O=C(CCc1nc2ccccc2s1)NCC(=O)N1CCCCCCNC(=O)CC1c1ccccc1 (configuration not stated)
30.7%,CC1CCC(C(C)C)C(OCC(O)CNC(C)C)C1 (configuration not stated)
3.8%,COc1ccc(N2Cc3c(NCC(C)(C)C)ncnc3N(C)CC2=O)cc1
-12.0%,Cc1nc(NC(=O)CSc2nnc(-c3ccccc3F)n2C)sc1C
-16.9%,CN(C)c1ccc(C(CNS(=O)(=O)c2ccc(Cl)cc2)N2CCOCC2)cc1 (configuration not stated)
-26.1%,CCOc1ccc(/C=N/OC(=O)c2ccccc2I)cc1
-13.5%,CCC1CCCCN1CCCNC(=O)c1sc2nc(C)cc(C)c2c1-n1cccc1 (configuration not stated)
?,Cc1cc(NS(=O)(=O)c2ccc(NC(=O)C(C)Oc3ccc(C(C)C)cc3)cc2)no1 (configuration not stated)
?,Cc1ccc(NC(=O)c2cc3cn(C(C)C)cc3s2)c(C)c1
?,CC(C)c1nc2c(c(-c3ccc(O)cc3)n1)CN(CC1CC1)CC2
-24.9%,O=C(CSc1nc(=O)n(Cc2ccco2)c2c1CCC2)Nc1cccc(F)c1
-12.6%,CCc1cc(N2CCOCC(O)(CN3CCCC3)C2)nc(N2CCCC2)n1 (configuration not stated)
?,COCCNC(=O)CCc1c(C)nc2c(c(C)nn2-c2ccc(C)cc2)c1C
-9.5%,COCCNC(=O)[C@@H]1C[C@H](Oc2ccccc2)CN1C(=O)c1n[nH]c(=O)c2ccccc12
-24.0%[86.2 µM],CC(C)N1C[C@@H](F)[C@@H](OCc2nc3ccc(F)cc3[nH]2)C1
8.0%,CCOc1ccc(NC(=O)C2CN(S(=O)(=O)c3cccnc3)CC23CCCCC3)cc1 (configuration not stated)
?,Cc1ccccc1/C=C/C(=O)c1cc2ccccc2o1
22.4µM*,Cc1cc(=O)n(CC(=O)Nc2cccc(C(C)C)c2)c(N2CCc3ccccc3C2)n1
9.2%,COC(=O)CNCC(=O)OC
-8.1%,O=C1NC(=NC2CCCCC2)C2(CCN([S+](=O)([O-])c3cccc(C(F)(F)F)c3)CC2)N1c1cccnc1
?,O=C(C1CCCC1)N1CCc2nc(-c3ccccc3)nc(-c3ccc(Cl)cc3)c2C1
-24.2%,Cc1cc2c(cc1C(=O)N1CCC(O)(C(=O)O)CC1)OCCO2
18.3%,CCc1nc(SCC(=O)Nc2cccc(OC)c2)c2c3c(sc2n1)COC(C)(C)C3
19.5%,COc1cc(C(=O)NC2CCOC2=O)cc(OC)c1OC (configuration not stated)
?,O=S(=O)(NCC(c1cccs1)S(=O)(=O)c1ccccc1)c1ccc(F)c(C(F)(F)F)c1 (configuration not stated)
100µM*,CN(C)C(=O)c1cc(-c2cccc(C(F)(F)F)c2)c2nncn2n1
?,CCOC(=O)c1ccc(NC(=O)c2ccc3c(c2)CCN3S(=O)(=O)c2ccc(Cl)cc2)cc1
7.9%,O=C(CSc1nc2nc[nH]c2c(=O)[nH]1)Nc1ccccc1F
2.0%,O=c1c2ccccc2nc(/C=C/c2ccccc2)n1CCCO
-8.5%&-22.0%,Cc1ccc(NC(=O)CSc2nc3c(c(=O)[nH]2)CN(Cc2ccc4c(c2)OCO4)CC3)cc1C
15.9%,COc1ccc(C(=O)N2[C@@H]3CC[C@H]2CC(NC(=O)c2ccc(F)cc2)C3)c(OC)n1 (some centres not stated)
-21.8%,Cc1ncsc1CN1CCC2(CC1)c1[nH]c3ccccc3c1CCN2C
?,CCOP(=O)(OCC)c1nc(-c2ccco2)oc1NCc1ccccc1Cl
-27.9%[86.2 µM],O=[S+]([O-])(Nc1nncs1)c1ccc2c(c1)OCCN(Cc1cccs1)C2
0.4%[86.2 µM],O=C(Nc1cccnc1)N[C@@H]1C[C@H](CO)[C@@H](O)[C@H]1O
-10.9%,O=C(COc1ccccc1)NCC(c1ccc(Cl)cc1)N1CCOCC1 (configuration not stated)

Next section
KDM5B inhibitor,Compound
-19.8%,CC[C@@]1(O)CCN(C(=O)c2cccc(-c3cccc(OC)c3)c2)C[C@H]1O
?,COc1cc(/C=N/NC(=O)c2cccc(C)c2)ccc1OCC(=O)Nc1ccccc1
-7.7%,CC1CCc2c(sc(N)c2C#N)C1 (configuration not stated)
-47.6%,Cc1cnc(C(=O)N2CC(Oc3ccc(-c4nc(-c5ccccc5)no4)cc3)C2)cn1
11.1%,CC1CCN(C(=O)[C@@H](C)C2CC[C@@]3(C)CC[C@H](NC(=O)c4cncnc4)[C@@H](C)[C@@H]3[C@H]2O)CC1 (some centres not stated)
?,Cc1ccc(C2Cc3cc(O)c(O)cc3CN2)cc1 (configuration not stated)
?,O=C(Nc1ccccc1Cl)N1CCc2nc3cc[nH]n3c(=O)c2C1
14.6%,COC(=O)c1ccccc1NC(=O)c1nc(-c2ccc(C)cc2)n2c1CCCCC2
6.2%,CC(C(=O)NC(=O)NC1CCCCC1)n1cnc2c1c(=O)n(C)c(=O)n2C (configuration not stated)
?,CCOC(=O)c1c(-c2ccccc2)oc2ccc(NS(=O)(=O)c3ccc(OC)cc3)cc12
-12.7%,Cc1ccc(N2C(=O)CSC23C(=O)N(Cc2ccccc2F)c2ccccc23)cc1F (configuration not stated)
?,CN1c2cc(C(=O)Nc3cccc(Cl)c3)ccc2C(=O)N2CCCCC21 (configuration not stated)
?,CCC(=O)N1Cc2ccccc2CC2(CCN(Cc3ccncc3)C2)C1 (configuration not stated)
?,COc1ccc(-c2cc(C[C@@H]3CC[C@H](O)[C@@H](CNC(=O)c4ccc5c(c4)OCO5)O3)no2)cc1
-5.9%,CCOC(=O)c1c(C)c(C(=O)Nc2ccc(Cl)cc2)c(C)n1CC
-12.6%,Cc1ccc(-c2nn(Cc3ccccc3)cc2C(=O)N2CCN(CCO)CC2)cc1
15.9%,CC(=O)Nc1nc(C23CC4CC(CC(C4)C2)C3)cs1
-12.7%,Cc1ccc(C(=O)N2CCC(Cc3nc(-c4ccccc4)no3)CC2)cn1
9.0%,Cc1ccc2c(C)c(C(=O)Nc3cccc4cccnc34)oc2c1
-2.4%,CN(CCSc1ccccc1)C(=O)C1CC(=O)N(Cc2ccncc2)C1 (configuration not stated)
-13.8%,COc1ccc(C2CC(=O)Nc3c2c(=O)nc(SC)n3C)c(OC)c1 (configuration not stated)
1.5%,COc1ccc(CN2CC3(CCN(C(=O)c4cn[nH]c4-c4ccc(F)cc4)CC3)C2=O)cc1
-6.3%,COc1cccc(-c2nnc(SCC(=O)N(C)c3ccccc3)o2)c1
7.9%[230 µM],CC(C)(C)c1ncc(-c2ccccc2)[nH]1
16.6%,Cc1ccc(C)c(NC(=O)CCc2c(C)[nH]n(-c3ccc(F)cc3)c2=O)c1
-13.9%[86.2 µM],O=c1cc(N2CCOCC2)oc2c(Nc3cccc(Cl)c3)nccc12
10.3%,CCn1c(=O)c2sccc2n(CC(=O)N(C)c2ccccc2)c1=O
20.9%,CCCCCc1ccc(-c2ccc(C(C)=O)cc2)cc1
15.5%,O=C(Nc1ccc(F)cc1)Nc1ccccc1N1CCCCC1
20.0%,COC(=O)C1CN(Cc2cn(Cc3ccc(C)cc3)nn2)CCS(=O)(=O)N1Cc1ccc(C)cc1 (configuration not stated)

As entered above:
KDM5B inhibitor, O=c1cc(N2CCOCC2)oc2c(Nc3cccc(Cl)c3)nccc12 reads -13.9%[86.2 µM]
KDM5B inhibitor, Cc1ccc(C(=O)N2CCC(Cc3nc(-c4ccccc4)no3)CC2)cn1 reads -12.7%
KDM5B inhibitor, COc1cccc(-c2nnc(SCC(=O)N(C)c3ccccc3)o2)c1 reads -6.3%
KDM5B inhibitor, O=C(Nc1ccc(F)cc1)Nc1ccccc1N1CCCCC1 reads 15.5%
KDM5B inhibitor, CN(CCSc1ccccc1)C(=O)C1CC(=O)N(Cc2ccncc2)C1 (configuration not stated) reads -2.4%

Next entries
KDM5B inhibitor,Compound
21.1%,CC(C)Sc1ccc(C(=O)O)cc1
-24.4%,COc1ccccc1NC(=O)CSc1nc2c(oc3ccccc32)c(=O)n1-c1ccc(C)cc1
21.1%,CCCNC(=O)C1COC2(CCN(C(=O)c3cccc(OC)c3)CC2)N1C(=O)c1ccccc1 (configuration not stated)
11.4%,Cc1[nH]c2ccccc2c1C(=O)COC(=O)CCC(C)C
?,COc1ccc(NC(=O)Cc2c(C)c3ccc(O)c(C)c3oc2=O)c(OC)c1
-9.6%,O=C(C1CC1)N1CCN(c2nc3c(Cl)cccc3s2)CC1
1.1%[115 µM],O=C1NCc2ccccc2CC12CCN(Cc1ccc(F)cc1F)CC2
7.8%,O=[N+]([O-])c1cccc(N=Cc2ccncc2)c1
-8.3%,CCOc1ccc(C(=O)NCC(c2ccc3c(c2)OCO3)N2CCN(C)CC2)cc1 (configuration not stated)
16.7%,CCCn1nc(C(=O)NCc2cccc(OC)c2)c2ccccc2c1=O
?,Cc1c2c(=O)n(-c3ccc(Cl)cc3)[nH]c2cc(=O)n1Cc1ccc(F)cc1
-28.4%,FC(F)(F)c1cccc2c(N3CCOC(C(F)(F)F)C3)ccnc12 (configuration not stated)
-24.2%,CC(C)NC(=O)N1CCC(c2noc(-c3ccncc3)n2)C1 (configuration not stated)
-10.4%,CC(=O)N(C1CC1)C1CCOC2(CCN(C(=O)COc3ccccc3)CC2)C1 (configuration not stated)
16.3%[115 µM],CN1CCCCC12Cc1ccccc1CN([S+](=O)([O-])c1ccccc1)C2 (configuration not stated)
20.9%,Cc1ccc(Cn2c(SCCC(C)C)nc3c2c(=O)[nH]c(=O)n3C)cc1
-13.3%,COc1nc2ccccc2nc1N1CCC(C(=O)NCc2ccc(Cl)cc2)CC1
?,COc1cc(/C=C(/C#N)C(=O)Nc2cccc(C(F)(F)F)c2)cc(OC)c1OC
?,COc1cc(NC(=O)CC(C)S(=O)(=O)c2ccc3c(c2)CCN3C(C)=O)cc(OC)c1OC (configuration not stated)
29.7%,COC[C@]1(O)CCN(C(=O)c2c(F)ccc(OC)c2F)CC1(C)C
21.0%,N#Cc1ccc(OCCBr)cc1
31.6µM*,O=C(COc1ccccc1)N[C@H]1[C@H](O)[C@H](O)C[C@@H]1c1ccc(N2CCOCC2)nc1
?,CCCCN1CC(c2nc3ccccc3n2CCCCOc2ccccc2C)CC1=O (configuration not stated)
-2.6%,CC(=O)N1CCC([C@@H]2CN(Cc3cc(F)c(F)cc3F)C[C@H]2CO)CC1
-4.5%,CCC(C#CCN1CCCC1)(CC)OCCC#N
?,CC1CCCCN1C(=O)CSc1nc(-c2cccs2)nc2ccccc12 (configuration not stated)

Some of the entries above, set out differently:
molecule,KDM5B inhibitor
Cc1c2c(=O)n(-c3ccc(Cl)cc3)[nH]c2cc(=O)n1Cc1ccc(F)cc1,?
FC(F)(F)c1cccc2c(N3CCOC(C(F)(F)F)C3)ccnc12 (configuration not stated),-28.4%
CC(C)NC(=O)N1CCC(c2noc(-c3ccncc3)n2)C1 (configuration not stated),-24.2%
CC(=O)N(C1CC1)C1CCOC2(CCN(C(=O)COc3ccccc3)CC2)C1 (configuration not stated),-10.4%
CN1CCCCC12Cc1ccccc1CN([S+](=O)([O-])c1ccccc1)C2 (configuration not stated),16.3%[115 µM]
Cc1ccc(Cn2c(SCCC(C)C)nc3c2c(=O)[nH]c(=O)n3C)cc1,20.9%

Molecules above with a tert-butyl group (3):
KDM5B inhibitor,Compound
25.8%,CONC(=O)COc1ccc(C(C)(C)C)cc1
3.8%,COc1ccc(N2Cc3c(NCC(C)(C)C)ncnc3N(C)CC2=O)cc1
7.9%[230 µM],CC(C)(C)c1ncc(-c2ccccc2)[nH]1
